# PLAP activator: activators of human placental alkaline phosphatase; activation fold at 20 µM; P05187; AID 696; hit rate 1.2% among 96,000; purified PLAP enzyme, luminescent substrate read-out; hits give high values; in the data active means activation fold above about 2
# CYP2C19 inhib: human CYP2C19 inhibition; P33261; CYP2C19 Supersomes, luciferin-H EGE luminescence, 30 min; inhibition, % at 5 µM; hit rate 21% among 96,000; AID 778;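 active means CYP2C19 inhibition above a set limit at 5 µM in the primary screen, cut at about 50% in these data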;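 further: plate controls were negative control wells for no effect and 2.5 mM tranylcypromine positive control for full effect; values of inactives mirror those of a sister screen read the other way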
# Target sequence (P33261 whole entry, looked up): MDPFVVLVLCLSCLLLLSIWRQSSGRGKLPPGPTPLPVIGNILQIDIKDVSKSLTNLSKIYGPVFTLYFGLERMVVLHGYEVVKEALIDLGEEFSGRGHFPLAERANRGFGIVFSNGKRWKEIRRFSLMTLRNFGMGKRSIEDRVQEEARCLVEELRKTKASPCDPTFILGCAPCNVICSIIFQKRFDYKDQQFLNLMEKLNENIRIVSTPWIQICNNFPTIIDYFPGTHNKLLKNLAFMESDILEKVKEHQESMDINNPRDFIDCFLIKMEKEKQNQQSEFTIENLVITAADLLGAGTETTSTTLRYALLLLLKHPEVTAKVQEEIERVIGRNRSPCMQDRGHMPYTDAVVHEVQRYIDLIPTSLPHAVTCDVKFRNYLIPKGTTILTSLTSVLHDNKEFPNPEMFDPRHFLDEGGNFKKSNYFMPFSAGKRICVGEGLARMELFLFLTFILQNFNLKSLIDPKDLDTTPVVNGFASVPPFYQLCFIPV
# PLK1 inh: inhibitors of human PLK1 kinase. P53350. recombinant PLK1 kinase, TR-FRET peptide phosphorylation. inhibition, % at 10 µM. hit rate 0.53% among 97,000;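 active means inhibition of 50% or more in the single-concentration screen; inactive means inhibition below 50%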;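 further: 0% = DMSO max control and 100% = H-89 dihydrochloride min control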
# Target sequence (P53350 whole entry, looked up): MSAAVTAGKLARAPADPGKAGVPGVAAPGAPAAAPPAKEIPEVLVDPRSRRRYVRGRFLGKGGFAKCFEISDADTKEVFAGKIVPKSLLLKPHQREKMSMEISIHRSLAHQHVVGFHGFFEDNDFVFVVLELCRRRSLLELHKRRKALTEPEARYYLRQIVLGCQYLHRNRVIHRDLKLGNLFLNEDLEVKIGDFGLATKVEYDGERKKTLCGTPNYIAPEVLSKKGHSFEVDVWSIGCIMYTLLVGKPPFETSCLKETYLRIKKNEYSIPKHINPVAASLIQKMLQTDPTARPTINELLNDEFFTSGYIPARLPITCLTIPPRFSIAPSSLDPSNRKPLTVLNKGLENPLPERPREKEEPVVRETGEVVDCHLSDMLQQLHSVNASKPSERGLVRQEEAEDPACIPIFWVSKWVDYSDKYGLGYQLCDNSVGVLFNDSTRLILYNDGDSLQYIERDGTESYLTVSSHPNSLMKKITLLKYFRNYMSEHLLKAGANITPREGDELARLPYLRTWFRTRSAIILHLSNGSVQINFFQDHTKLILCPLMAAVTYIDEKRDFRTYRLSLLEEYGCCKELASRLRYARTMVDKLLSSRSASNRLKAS
# HIV Rev-RRE inh: inhibitors of HIV-1 Rev-RRE RNA interaction; P05866; inhibition, % at 8 µM; AID 704; hit rate 0.79% among 97,000; Rev peptide-RRE RNA binding, FRET;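 active means inhibition above the screen-wide mean plus 3 SD, cut at about 35% in these data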;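 further: 0% = median DMSO wells and 100% = median Neomycin B control wells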
#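 Assay system: Labelled RRE RNA duplex and labelled Rev peptide | Times: 5 min preincubation and 15 min binding, 25 °C | Detection: FRET, ex 480 nm, em 540 and 671 nm | Evaluation: % inhibition of FRET ratio versus controls | Benchmarks: DMSO wells as 0% and neomycin B wells as 100% inhibition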
# CYP2C19 activ: cytochrome P450 2C19 (human) activation. P33261. recombinant CYP2C19, luciferin-H EGE luminescence; hits give high values; 0 = fully inhibited enzyme, 1 = untreated enzyme. activation factor at 5 µM. 96,000 tested, under 10 active;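 active means activation factor of at least 2 at 5 µM in the primary screen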;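 further: 0 = wells with 2.5 mM tranylcypromine and 1 = vehicle-only wells; values of inactives mirror those of a sister screen read the other way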
# EphB4 ephrin blk: EphB4-ephrin-B2 interaction antagonism; AID 720; EphB4 LBD / TNYL-RAW-Alexa532 peptide, fluorescence polarization; P54760; hit rate 0.15% among 97,000; inhibition, % at 7 µM;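 active means inhibition above the screen-wide mean inhibition plus 3 SD, cut at about 15% in these data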;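 further: 0% = DMSO wells and 100% = excess unlabeled TNYL-RAW peptide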
# CYP2C9 inhib: human CYP2C9 inhibition. P11712. CYP2C9 Supersomes, luciferin-H conversion, luminescence. inhibition, % at 5 µM. hit rate 20% among 96,000. AID 777;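 active means blocking of liver enzyme CYP2C9 beyond about 50% at 5 µM, limit read from the data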; further: values of inactives mirror those of a sister screen read the other way
# CYP2C9 act: CYP2C9 (human) activation; recombinant CYP2C9, luciferin-H conversion, luminescence; hits give high values; factor 1 = untreated enzyme, 0 = blocked; activation factor at 5 µM; hit rate 1.4% among 96,000; AID 1024;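 active means activation factor of 2 or more for CYP2C9 at a 5 µM dose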;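 further: 0 = sulfaphenazole-blocked wells and 1 = vehicle-only wells; values of inactives mirror those of a sister screen read the other way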
# Plk1 PBD FP: Plk1 (human) PBD binding inhibition. Plk1 PBD phosphopeptide binding, fluorescence polarization. inhibition, %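 (tested at about 20 µM)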. hit rate 0.13% among 97,000; in the data active means inhibition above about 34%, passing the limit was not always enough
# An asterisk follows results filed as active; . = no result given. An excerpt; rates above refer to the full screens.
# The first 9 entries (preview)
SMILES	PLAP activator	CYP2C19 inhib	PLK1 inh	HIV Rev-RRE inh	CYP2C19 activ	EphB4 ephrin blk	CYP2C9 inhib	CYP2C9 act	Plk1 PBD FP
CC(=O)Nc1cc(C(=O)N2CCC3(CC2)OCCO3)ccc1Sc1ccc(C)cc1	1.5	40.6	0.0	0.8	0.6	0.3	35.5	0.6	-5.8
Cc1cc(S(=O)(=O)NC(C)C)ccc1OCC(=O)N1CCN(Cc2ccc3c(c2)OCO3)CC1	1.6	63.4*	-7.2	5.8	0.4	-1.6	58.9*	0.4	8.2
O=c1[nH]c(O)c(C=NC2CCN(Cc3ccccc3)CC2)c(=O)[nH]1	.	.	1.4	5.7	.	-0.9	.	.	0.2
O=P(N1CCCCC1)(N1CCCCC1)C(Cl)(Cl)Cl	1.3	35.8	-9.0	0.6	0.6	2.3	45.8	0.5	8.8
Cc1cccc(CN2CCN(Cc3ccc(Cl)cc3)CC2)c1	1.3	17.8	-12.8	7.4	0.8	-3.3	7.5	0.9	17.8
CCC(=NCCCN1CCOCC1)c1c(O)n(Cc2ccccc2)c(=O)[nH]c1=O	1.5	22.4	-12.9	4.7	0.8	-5.6	13.6	0.9	4.0
CCOc1ccccc1-n1c(O)c(C=Nc2c(C)n(C)n(-c3ccccc3)c2=O)c(=O)[nH]c1=O	1.7	-9.4	-13.0	-0.9	1.1	-6.3	13.6	0.9	-8.7
Cc1cccc(C)c1NC1=NCCCCS1	1.2	-2.9	-14.9	8.1	1	-2.1	-23.8	1.2	-2.9
O=C(c1sc2ccccc2c1Cl)N1CCC2(CC1)OCCO2	1.5	81.5*	-5.1	6.1	0.2	-1.0	-78.6	1.8	1.2

# The whole of this part, from the start:
SMILES	PLAP activator	CYP2C19 inhib	PLK1 inh	HIV Rev-RRE inh	CYP2C19 activ	EphB4 ephrin blk	CYP2C9 inhib	CYP2C9 act	Plk1 PBD FP
CC(=O)Nc1cc(C(=O)N2CCC3(CC2)OCCO3)ccc1Sc1ccc(C)cc1	1.5	40.6	0.0	0.8	0.6	0.3	35.5	0.6	-5.8
Cc1cc(S(=O)(=O)NC(C)C)ccc1OCC(=O)N1CCN(Cc2ccc3c(c2)OCO3)CC1	1.6	63.4*	-7.2	5.8	0.4	-1.6	58.9*	0.4	8.2
O=c1[nH]c(O)c(C=NC2CCN(Cc3ccccc3)CC2)c(=O)[nH]1	.	.	1.4	5.7	.	-0.9	.	.	0.2
O=P(N1CCCCC1)(N1CCCCC1)C(Cl)(Cl)Cl	1.3	35.8	-9.0	0.6	0.6	2.3	45.8	0.5	8.8
Cc1cccc(CN2CCN(Cc3ccc(Cl)cc3)CC2)c1	1.3	17.8	-12.8	7.4	0.8	-3.3	7.5	0.9	17.8
CCC(=NCCCN1CCOCC1)c1c(O)n(Cc2ccccc2)c(=O)[nH]c1=O	1.5	22.4	-12.9	4.7	0.8	-5.6	13.6	0.9	4.0
CCOc1ccccc1-n1c(O)c(C=Nc2c(C)n(C)n(-c3ccccc3)c2=O)c(=O)[nH]c1=O	1.7	-9.4	-13.0	-0.9	1.1	-6.3	13.6	0.9	-8.7
Cc1cccc(C)c1NC1=NCCCCS1	1.2	-2.9	-14.9	8.1	1	-2.1	-23.8	1.2	-2.9
O=C(c1sc2ccccc2c1Cl)N1CCC2(CC1)OCCO2	1.5	81.5*	-5.1	6.1	0.2	-1.0	-78.6	1.8	1.2
COCCn1c(-c2ccccc2)cc(C(=O)O)c1C	.	.	-9.3	6.1	.	1.3	.	.	-24.3
Cc1ccc(N)c(C(=O)c2ccccc2)c1	1	84.8*	-8.2	7.8	0.2	7.0	2.7	1	-10.5
Cc1ccccc1C(O)(Cc1ccccc1)C1CN2CCC1CC2 (stereo not drawn)	1.1	11.0	-8.7	-0.8	0.9	3.2	23.0	0.8	4.6
CCCCn1c(O)c(C=NCCCn2ccnc2)c(=O)[nH]c1=O	0.9	21.6	-0.7	13.2	0.8	1.5	46.2	0.5	-7.6
CC1CN=C(Nc2ccccc2)S1 (stereo not drawn)	1	23.8	-11.8	6.6	0.8	2.9	6.1	0.9	-28.5
CN(C)c1ccc(N=Cc2c(O)n(CCC3=CCCCC3)c(=O)[nH]c2=O)cc1	1	13.3	-6.3	9.6	0.9	1.7	31.6	0.7	5.7
CCOc1ccc(Cc2c(O)[nH]c(=O)[nH]c2=O)cc1	1	-4.9	-6.8	1.6	1	0.4	-10.5	1.1	-13.4
CN1CC(C(=O)c2ccccc2)C(C(=O)c2ccccc2)C1 (stereo not drawn)	1.2	44.1	-21.2	-0.9	0.6	-0.2	10.8	0.9	-26.0
CC1=C(C(=O)N2CCC3(CC2)OCCO3)C2(CCC(C)CC2)OC1=O (stereo not drawn)	1.3	92.7*	-13.0	4.3	0.1	19.7*	44.8	0.6	-13.9
CCn1cc(C(=O)c2ccccc2)c2ccccc21	0.8	27.5	-3.9	6.5	0.7	0.3	-149.6	2.5*	19.9
O=c1[nH]c(=O)n(Cc2ccco2)c(O)c1C=NCc1ccc2c(c1)OCO2	1	-6.3	3.6	0.8	1.1	-6.7	-3.0	1	22.5
COc1ccccc1CCNC1CCC(C(C)(C)C)CC1 (stereo not drawn)	1.4	31.8	-4.1	3.9	0.7	-6.8	7.1	0.9	6.3
CCCCSC1=NN1c1nc(N)nc(C)c1CC	0.8	39.0	-10.5	9.1	0.6	1.8	34.3	0.7	15.6
Cc1ccc(C(=O)Nc2ccc(-n3ccnc3P(=O)(O)c3ccccc3)cc2)cc1	1.6	-11.5	-2.3	2.9	1.1	5.1	-10.5	1.1	11.5
CN1C(=O)N(C)C(=O)C2(Cc3cc(N)ccc3N3CCN(c4ccccc4F)CC32)C1=O (stereo not drawn)	1.2	44.0	3.5	30.6	0.6	-10.9	39.1	0.6	-3.7
Cc1cc(O)c(CN2CCN(c3ccccc3)CC2)cc1C	0.9	37.7	-12.2	9.1	0.6	-1.4	20.0	0.8	0.9
CC(=O)N(C1=NCCCS1)c1ccc(F)cc1	1	20.0	.	.	0.8	.	29.1	0.7	.
Cc1ccc2c(c1)[C@@H]1CN(C)CC[C@@H]1N2C(=O)Nc1cccc(C(F)(F)F)c1	1	31.1	-7.1	1.4	0.7	-6.5	23.7	0.8	-7.1
Cc1ccc(-n2c(O)c(C=NC3CCCC3)c(=O)[nH]c2=O)c(C)c1	1.2	94.3*	-4.8	-2.5	0.1	-5.9	10.5	0.9	9.8
CC1CCC(C(=O)NC(C(=O)N2CCC3(CC2)OCCO3)C(C)C)CC1 (stereo not drawn)	1.4	15.9	-9.6	2.0	0.8	6.0	11.7	0.9	2.2
COc1ccc(OC)c(CC(=O)O)c1	1.1	-13.0	-5.7	-0.2	1.1	0.4	-15.3	1.2	-2.4
CC(=O)OC1(c2ccccc2)CCN(C)C(C)C1C (stereo not drawn)	.	.	-7.6	4.0	.	-7.3	.	.	-20.9
COc1ccccc1N1CCN(Cc2ccc(Br)s2)CC1	1.5	94.0*	.	.	0.1	.	78.3*	0.2	.
CCCS(=O)(=O)N1CCC(C(=O)N2CCC3(CC2)OCCO3)CC1	1	-2.6	4.9	3.0	1	1.2	-7.2	1.1	3.7
COCc1c(CN)cnc(C)c1N	1.1	-1.4	-5.5	8.2	1	-0.4	-1.6	1	1.1
Cc1nc2ccc(Cl)cn2c1P(=S)(N1CCOCC1)N1CCOCC1	1.4	4.8	.	.	1	.	15.2	0.8	.
Cc1nc2cc(-c3ccccc3)nn2c(C)c1CCC(=O)N1CCC2(CC1)OCCO2	1.5	10.3	.	.	0.9	.	1.9	1	.
CCOC(=O)C(O)(c1ccc(NC(=O)NC2CCCCC2)cc1)C(F)(F)F (stereo not drawn)	0.8	80.4*	-2.3	12.9	0.2	-3.2	59.4*	0.4	14.5
COc1cccc(CN2CCN(C(=O)COc3ccc4ccccc4c3)CC2)c1	1.6	40.2	-0.8	-1.0	0.6	-0.5	-37.3	1.4	-19.6
CN1C(=O)C(=Cc2ccccc2Oc2ccc(Cl)cc2)C(=O)N(C)C1=O	1.1	5.4	-8.7	11.7	0.9	4.4	5.5	0.9	-10.3
NCCc1ccc(O)cc1	1.1	0.4	-9.0	4.4	1	7.2	-6.8	1.1	3.3
O=C1NCN(c2ccccc2)C12CCNCC2	1.3	89.1*	-16.6	10.1	0.1	4.9	-5.9	1.1	9.0
CCCN1CC(C)C(OC(C)=O)(c2ccccc2)CC1C (stereo not drawn)	.	.	-9.8	3.2	.	0.0	.	.	1.4
CC(=NCCN1CCCCC1)c1c(O)n(Cc2ccccc2)c(=O)[nH]c1=O	1.4	-18.7	-8.8	14.8	1.2	2.0	-9.8	1.1	-17.5
Cc1occc1C(=O)N1CCC2(CC1)OCCO2	1.2	19.7	-4.9	7.2	0.8	3.3	4.0	1	-5.5
Cc1ccc(C2SCC(=O)Nc3c2c(=O)[nH]n3C2CCOC(C)(C)C2)cc1 (stereo not drawn)	0.9	8.6	-6.4	1.0	0.9	3.5	12.1	0.9	4.1
COc1ccc(OC)c(CN2CCN(C(=O)COc3cccc(C)c3)CC2)c1	1.5	61.7*	5.0	6.4	0.4	1.6	39.7	0.6	11.1
Cc1ccc2ccccc2c1NC(=O)CNC1CCCCC1	1.2	4.2	-6.8	7.3	1	0.1	-10.6	1.1	9.4
COc1ccc(N=C2SCCCN2C)cc1	.	.	-12.5	2.4	.	5.2	.	.	-0.1
O=C(Nc1ccc2c(c1)OCO2)c1cn(Cc2ccc(F)cc2)nn1	1	-8.1	-6.3	-0.7	1.1	-5.0	13.9	0.9	20.4
O=C(C1CCN(S(=O)(=O)N2CCOCC2)CC1)N1CCC2(CC1)OCCO2	1.1	-10.9	3.2	1.4	1.1	0.5	-15.8	1.2	-7.6

# (more compounds)
SMILES	PLAP activator	CYP2C19 inhib	PLK1 inh	HIV Rev-RRE inh	CYP2C19 activ	EphB4 ephrin blk	CYP2C9 inhib	CYP2C9 act	Plk1 PBD FP
c1ccc(C2NCc3ccccc3-n3cccc32)cc1 (stereo not drawn)	0.9	33.0	-20.3	-3.5	0.7	-7.4	19.1	0.8	6.9
CN1C2CCC1CC(OC(=O)CCN1CCCC1)C2 (stereo not drawn)	0.8	-10.5	.	.	1.1	.	-3.2	1	.
CC#CP(=O)(OCC)C(O)(c1ccccc1)C(F)(F)F (stereo not drawn)	0.8	1.1	-8.9	0.5	1	0.2	-4.6	1	6.5
CCN(CC)c1ccc(N=Cc2c(O)n(CCC3=CCCCC3)c(=O)[nH]c2=O)cc1	1	21.8	-17.0	41.6*	0.8	8.6	39.5	0.6	-0.6
Cc1c2cnn(CC(=O)N3CCC4(CC3)OCCO4)c(=O)c2c(C)n1Cc1ccccc1	1.5	18.3	.	.	0.8	.	28.4	0.7	.
O=C1c2ccccc2C(=O)N1Cc1nc2ccccc2c(=O)n1-c1cccnc1	0.8	11.6	-11.7	1.2	0.9	5.7	43.7	0.6	-13.7
Cc1c(C(=O)N2CCC3(CC2)OCCO3)sc2ncnc(N3CCN(c4ccccn4)CC3)c12	1.3	61.8*	.	.	0.4	.	87.0*	0.1	.
CCCC(=O)NC(Oc1ccccc1Cl)C(Cl)(Cl)Cl (stereo not drawn)	1	80.4*	-12.6	-5.0	0.2	-2.0	59.4*	0.4	15.8
